High-throughput results: PubChem BioAssay, The Scripps Research Institute Molecular Screening Center
M1 PAM parental: counter-screen for M1 PAMs: effect in parental CHO-K1 cells | ATP EC20, Fluo-8 calcium fluorescence; 0% at ATP EC20, 100% at ATP max | activation, % at 3 µM | actives 0.02% (n = 360,000) | AID 602247;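 active means activation above the run cutoff, the mean activation of all test compounds plus 3 SD, cut at about 40% in these data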;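 further: peak over basal fluorescence ratio in a 140 s read after ATP addition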
CHO parental Ca: signal in parental CHO cells, OX1R antagonist counter-screen. parental CHO-K1, ATP-induced calcium, Fluo-8 fluorescence. inhibition, % at 5.6 µM. actives 0.63% (n = 330,000). AID 463079;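 active means inhibition above that plate's mean sample inhibition plus 3 SD, cut at about 26% in these data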;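 further: 0% = ATP-challenged DMSO wells and 100% = DMSO wells without ATP; some compounds past the cut are filed as inactive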
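material = parental CHO cells | also added = ATP as calcium-mobilizing challenge | dosing = single point at 5.6 µM | detection = intracellular calcium via Fluo-8 no-wash fluorescent dye | read-out = % inhibition | benchmarks = low control ATP plus DMSO, high control DMSO only | repeats = one well per compound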
CHO-K1 Ca antag: M1 antagonist counterscreen hit in parental CHO-K1 cells; actives 0.6% (n = 360,000); ATP-induced calcium, Fluo-8 fluorescence; inhibition, % at 3 µM;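 active means inhibition above a per-plate cutoff, the plate's mean sample inhibition plus 3 SD, cut at about 24% in these data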;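 further: 0% = DMSO plus EC80 ATP and 100% = DMSO alone without ATP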
TAAR1 antagonist: antagonists of human TAAR1; Q96RJ0; CHO RD-HGA16 TAAR1, Fluo-8 calcium fluorescence, antagonist; inhibition, % at 3 µM; actives 1.5% (n = 360,000); AID 624466;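 active means inhibition above a per-plate cutoff, the mean inhibition of test compounds on that plate plus 3 SD, cut at about 49% in these data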;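 further: 0% = DMSO plus EC80 beta-PEA response and 100% = DMSO alone without agonist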
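System: CHO RD-HGA16 cells bearing hTAAR1. Reagent: EC80 β-phenethylamine stimulus. Schedule: seeding 17-24 h prior, 75-min 37 °C, 30-min RT dye loading. Signal: Fluo-8 intracellular calcium dye fluorescence, real-time kinetic reads. Read-out: % inhibition from peak post-agonist over basal fluorescence ratio. Benchmarks: vehicle wells and EC80 agonist wells. Replicates: n of 1.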
OXTR potentiator: potentiates the human oxytocin receptor response. activation, % at 3 µM. P30559. CHO-OTR cells, Fluo-8 calcium fluorescence, potentiator mode; 0% = oxytocin EC15, 100% = EC100. actives 0.061% (n = 320,000). AID 2445;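 active means activation above that plate's cutoff, the mean activation of tested compounds plus 3 SD, cut at about 6.6% in these data, passing the limit was not always enough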;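 further: 100% uses oxytocin at 75 nM as the full agonist control; some results filed as inactive read as strong as hits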
Target sequence (P30559 whole entry, looked up): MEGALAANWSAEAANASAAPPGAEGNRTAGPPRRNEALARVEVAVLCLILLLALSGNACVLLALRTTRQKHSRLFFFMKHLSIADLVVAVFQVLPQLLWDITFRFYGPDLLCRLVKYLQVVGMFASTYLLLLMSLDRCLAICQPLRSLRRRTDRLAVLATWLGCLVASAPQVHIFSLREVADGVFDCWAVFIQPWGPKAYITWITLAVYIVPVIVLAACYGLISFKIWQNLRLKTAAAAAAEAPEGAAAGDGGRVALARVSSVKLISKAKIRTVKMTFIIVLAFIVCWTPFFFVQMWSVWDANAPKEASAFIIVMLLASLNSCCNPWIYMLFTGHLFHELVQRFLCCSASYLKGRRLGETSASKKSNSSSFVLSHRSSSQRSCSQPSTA
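Material: CHO-OTR cells, human receptor; compound dosing: single dose, 3.0 µM nominal final compound concentration; schedule: 6 min compound pre-incubation at room temperature, 100 s kinetic read; measured by: kinetic Fluo-8 calcium fluorescence; read-out basis: % activation vs EC15 and EC100 oxytocin; controls: EC15 oxytocin alone as 0%, 75 nM oxytocin as 100%; replicates: singlicate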
TAAR1 agonist: agonists of human TAAR1 | Q96RJ0 | actives 0.99% (n = 360,000) | AID 624467 | activation, % at 3 µM | CHO RD-HGA16 TAAR1, Fluo-8 calcium fluorescence; vehicle wells 0%, saturating PEA agonist 100%;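 active means activation above the mean activation of all test compounds in the run plus 3 SD, cut at about 38% in these data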
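Test system: RD-HGA16 (CHO) cells co-expressing Gα16 and hTAAR1 / Benchmarks: DMSO vehicle as 0%, PEA at EC100 as 100% / Repeats: no replicates (n 1) / Measure: % activation from peak over basal fluorescence ratio, DMSO-to-PEA scaled / Timing: 17-24 h plating, Fluo-8 75 min 37 °C, 30 min RT / Technique: kinetic Fluo-8 calcium fluorescence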
V1aR counter: counter-screen for oxytocin receptor agonists: human V1a receptor agonists. P37288. CHO-V1R cells, Fluo-8 calcium fluorescence, agonist mode; 0% DMSO, 100% 3 nM vasopressin. activation, % at 3 µM. actives 0.25% (n = 320,000). AID 2797;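 active means activation above the mean activation of all tested compounds plus 3 SD, per screening run, cut at about 20% in these data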;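 further: signal is peak over basal fluorescence ratio across a 100 second FLIPR read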
Target sequence (P37288 whole entry, looked up): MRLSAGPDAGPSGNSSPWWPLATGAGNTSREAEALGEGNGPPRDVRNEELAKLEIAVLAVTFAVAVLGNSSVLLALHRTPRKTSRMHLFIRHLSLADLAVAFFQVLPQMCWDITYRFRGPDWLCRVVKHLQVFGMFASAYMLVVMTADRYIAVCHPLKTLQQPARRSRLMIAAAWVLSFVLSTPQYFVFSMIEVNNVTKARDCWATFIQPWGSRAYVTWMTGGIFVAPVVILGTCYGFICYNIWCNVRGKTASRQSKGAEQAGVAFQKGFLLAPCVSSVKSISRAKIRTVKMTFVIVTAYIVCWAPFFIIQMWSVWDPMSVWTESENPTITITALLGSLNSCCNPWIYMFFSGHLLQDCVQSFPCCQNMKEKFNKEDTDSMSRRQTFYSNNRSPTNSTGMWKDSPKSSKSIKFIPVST
CHO-K1 Ca ag: nonselective activator or artifact in parental CHO-K1 cells. Fluo-8 calcium fluorescence; scaled to maximal ATP response, vehicle zero. activation, % at 3 µM. actives 0.48% (n = 360,000). AID 602248; in the data active means activation above about 15%;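 further: untransfected CHO-K1 host cells lacking M1 receptor as counterscreen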
CHRM1 agonist: activates human CHRM1 receptor; P11229; activation, % at 3 µM; CHO-K1 hM1, Fluo-8 calcium fluorescence, agonist mode; 0% DMSO, 100% acetylcholine EC100; AID 588814; actives 0.33% (n = 360,000);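 active means activation above the run's mean compound activation plus 3 SD, cut at about 16% in these data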;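 further: peak over basal fluorescence ratio within a 140 s kinetic read after compound addition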
An asterisk follows results filed as active.

`Cn1c(=O)cc(OCCCC(=O)NCCC2=CCCCC2)c2ccccc21` gave M1 PAM parental 28, CHO parental Ca -15, CHO-K1 Ca antag -5, TAAR1 antagonist 2, OXTR potentiator -7, TAAR1 agonist 7, V1aR counter -1.3, CHO-K1 Ca ag 1.2 and CHRM1 agonist -10.
Screening COc1ccc(-n2nc(C(=O)N3CCCCC3)c3ccccc3c2=O)cc1 returned M1 PAM parental 4, CHO parental Ca -17, CHO-K1 Ca antag 3, TAAR1 antagonist 12, OXTR potentiator -2, TAAR1 agonist 3, V1aR counter -0.5, CHO-K1 Ca ag 0.7 and CHRM1 agonist -1.
Screening CCOC(=O)c1cc2n(n1)C(C(F)(F)F)CC(C)N2 (stereo unspecified) returned M1 PAM parental -1, CHO parental Ca -8, CHO-K1 Ca antag -1, TAAR1 antagonist -13, OXTR potentiator 1, TAAR1 agonist 4, V1aR counter 0.8, CHO-K1 Ca ag -0.2 and CHRM1 agonist -2.
Screening Cc1ccc(C2C(C(=O)O)c3ccccc3C(=O)N2C)o1 (stereo unspecified) returned M1 PAM parental 21, CHO parental Ca -6, CHO-K1 Ca antag -19, TAAR1 antagonist -9, OXTR potentiator -5, TAAR1 agonist 5, V1aR counter 0.8, CHO-K1 Ca ag 0.8 and CHRM1 agonist 2.
`Cc1c(NC(=O)CSc2nc3ccccc3s2)c(=O)n(-c2ccccc2)n1C` gave M1 PAM parental 26, CHO parental Ca -29, CHO-K1 Ca antag -12, TAAR1 antagonist 1, OXTR potentiator -2, TAAR1 agonist 9, V1aR counter -0.2, CHO-K1 Ca ag 0.6 and CHRM1 agonist -5.
CC(=O)N1CCN(C(=O)c2ccc(Cl)c(S(=O)(=O)N3CCc4ccccc43)c2)CC1 was read as M1 PAM parental 8, CHO parental Ca -7, CHO-K1 Ca antag -17, TAAR1 antagonist 5, OXTR potentiator -2, TAAR1 agonist 5, V1aR counter 0.8, CHO-K1 Ca ag 1.1 and CHRM1 agonist -4.
Screening COCCNS(=O)(=O)c1ccc2c(c1)Cc1cc(S(=O)(=O)NCCOC)ccc1-2 returned M1 PAM parental 17, CHO parental Ca -6, CHO-K1 Ca antag -14, TAAR1 antagonist 2, OXTR potentiator -3, TAAR1 agonist 1, V1aR counter 0.5, CHO-K1 Ca ag 1.0 and CHRM1 agonist -2.
Screening CC(=O)N1CCc2cc(S(=O)(=O)NCC(=O)NCc3ccc(F)cc3)ccc21 returned M1 PAM parental -24, CHO parental Ca -17, CHO-K1 Ca antag 0, TAAR1 antagonist -7, OXTR potentiator 1, TAAR1 agonist 2, V1aR counter -0.4, CHO-K1 Ca ag 0.5 and CHRM1 agonist -2.
Cc1ccc(NC(=S)Nc2ccc(F)cc2)cc1C was read as M1 PAM parental 12, CHO parental Ca 9, CHO-K1 Ca antag -11, TAAR1 antagonist 18, OXTR potentiator -6, TAAR1 agonist 1, V1aR counter 1.9, CHO-K1 Ca ag 2.4 and CHRM1 agonist 1.
COc1ccc(CCn2c(Br)nc3c2c(=O)[nH]c(=O)n3C)cc1 was read as M1 PAM parental -6, CHO parental Ca -13, CHO-K1 Ca antag 0, TAAR1 antagonist 9, OXTR potentiator -11, TAAR1 agonist 12, V1aR counter -0.5, CHO-K1 Ca ag 0.3 and CHRM1 agonist -4.
Screening CCOc1cc(/C=C(\C#N)C(=O)Nc2cccc(C(=O)O)c2)cc(Br)c1OC(=O)c1ccc(OC)cc1 returned M1 PAM parental 13, CHO parental Ca 12, CHO-K1 Ca antag 0, TAAR1 antagonist 3, OXTR potentiator -9, TAAR1 agonist 3, V1aR counter 0.6, CHO-K1 Ca ag -1.0 and CHRM1 agonist 3.
`CCCCOP(=O)(OCCCC)C(O)c1ccc(F)cc1` (stereo unspecified) gave M1 PAM parental 16, CHO parental Ca -15, CHO-K1 Ca antag -10, TAAR1 antagonist -15, OXTR potentiator -4, TAAR1 agonist 8, V1aR counter -0.8, CHO-K1 Ca ag 0.9 and CHRM1 agonist -6.
Screening C=CCNc1nc(C(=O)OCC(=O)NCc2cccc(Cl)c2)cs1 returned M1 PAM parental 1, CHO parental Ca -8, CHO-K1 Ca antag -10, TAAR1 antagonist 1, OXTR potentiator -7, TAAR1 agonist 1, V1aR counter 1.1, CHO-K1 Ca ag 1.4 and CHRM1 agonist -4.
For Cc1ccc(NC(=S)N2CCC(NC(=O)c3ccc(C)cc3)CC2)cc1 the results were M1 PAM parental 3, CHO parental Ca -7, CHO-K1 Ca antag 21, TAAR1 antagonist -3, OXTR potentiator -5, TAAR1 agonist -4, V1aR counter -0.5, CHO-K1 Ca ag -0.2 and CHRM1 agonist -6.
NS(=O)(=O)c1ccc(N/N=C/c2ccccc2C(=O)O)c([N+](=O)[O-])c1 was read as M1 PAM parental -3, CHO parental Ca 3, CHO-K1 Ca antag -2, TAAR1 antagonist -15, OXTR potentiator -6, TAAR1 agonist 2, V1aR counter -1.0, CHO-K1 Ca ag 0.2 and CHRM1 agonist -1.
For COC(=O)c1ccccc1NC(=O)C1CCN(C(=O)c2cc(OC)c(OC)c(OC)c2)CC1 the results were M1 PAM parental 14, CHO parental Ca -16, CHO-K1 Ca antag -2, TAAR1 antagonist 2, OXTR potentiator -2, TAAR1 agonist -2, V1aR counter 0.1, CHO-K1 Ca ag 0.9 and CHRM1 agonist -2.
Screening CC1CCN(C(=O)COC(=O)CNC(=O)C23CC4CC(CC(C4)C2)C3)CC1 returned M1 PAM parental -13, CHO parental Ca 7, CHO-K1 Ca antag -2, TAAR1 antagonist 1, OXTR potentiator -6, TAAR1 agonist 1, V1aR counter -0.1, CHO-K1 Ca ag 0.5 and CHRM1 agonist -2.
For COc1ccc(-n2cnnc2SCC(=O)N(C)c2ccccc2)cc1 the results were M1 PAM parental 2, CHO parental Ca -3, CHO-K1 Ca antag -3, TAAR1 antagonist -3, OXTR potentiator -8, TAAR1 agonist 3, V1aR counter 1.1, CHO-K1 Ca ag 1.9 and CHRM1 agonist -10.
Cc1ccc(-c2nnc(N(C)C(=O)c3cccnc3)s2)cn1 was read as M1 PAM parental -3, CHO parental Ca -16, CHO-K1 Ca antag 1, TAAR1 antagonist -3, OXTR potentiator -3, TAAR1 agonist 8, V1aR counter 0.9, CHO-K1 Ca ag 0.1 and CHRM1 agonist 0.
For CCOc1cc(CO)cc(Br)c1OCC(=O)Nc1ccccc1C the results were M1 PAM parental 10, CHO parental Ca -3, CHO-K1 Ca antag 7, TAAR1 antagonist -3, OXTR potentiator -12, TAAR1 agonist 3, V1aR counter -0.7, CHO-K1 Ca ag 2.3 and CHRM1 agonist -6.
Screening CC(C)OCCCNC(=O)c1cc2c(s1)CS(=O)(=O)C2 returned M1 PAM parental 9, CHO parental Ca 2, CHO-K1 Ca antag -4, TAAR1 antagonist -8, OXTR potentiator 2, TAAR1 agonist 0, V1aR counter 0.4, CHO-K1 Ca ag 0.5 and CHRM1 agonist -4.
COc1ccc(C(=O)N2CCN(C(=O)CC(C)C)CC2)cc1OC was read as M1 PAM parental 7, CHO parental Ca -6, CHO-K1 Ca antag -3, TAAR1 antagonist 8, OXTR potentiator 1, TAAR1 agonist 11, V1aR counter 0.9, CHO-K1 Ca ag -0.2 and CHRM1 agonist -2.
CCOCCCn1c(SCC(=O)Nc2oc(C)c3c(C)n[nH]c(=O)c23)nnc1-c1ccncc1 was read as M1 PAM parental 3, CHO parental Ca -7, CHO-K1 Ca antag 7, TAAR1 antagonist -13, OXTR potentiator -10, TAAR1 agonist 3, V1aR counter 0.5, CHO-K1 Ca ag 0.0 and CHRM1 agonist -3.
Screening Cc1ccccc1OCCC(=O)N1CCN(S(=O)(=O)c2ccccc2F)CC1 returned M1 PAM parental 7, CHO parental Ca -17, CHO-K1 Ca antag -6, TAAR1 antagonist 3, OXTR potentiator -13, TAAR1 agonist 0, V1aR counter 0.9, CHO-K1 Ca ag 3.8 and CHRM1 agonist -3.
Screening COc1ccc(NC(=O)Nc2nnc(CC(=O)Nc3ccccc3)s2)cc1 returned M1 PAM parental 9, CHO parental Ca -4, CHO-K1 Ca antag -7, TAAR1 antagonist -8, OXTR potentiator -4, TAAR1 agonist 14, V1aR counter 0.3, CHO-K1 Ca ag 0.2 and CHRM1 agonist -1.
Screening O=c1cc(CSc2ccc([N+](=O)[O-])cc2)nc2sccn12 returned M1 PAM parental -1, CHO parental Ca -2, CHO-K1 Ca antag 8, TAAR1 antagonist 9, OXTR potentiator -15, TAAR1 agonist 0, V1aR counter 0.0, CHO-K1 Ca ag 0.9 and CHRM1 agonist -5.
O=C(COC(=O)CCC(=O)c1ccc(F)cc1)Nc1ccc(F)cc1F was read as M1 PAM parental 11, CHO parental Ca 5, CHO-K1 Ca antag -4, TAAR1 antagonist -4, OXTR potentiator -13, TAAR1 agonist 1, V1aR counter -1.0, CHO-K1 Ca ag 1.3 and CHRM1 agonist -4.
Screening CCCCNC(=S)Nc1cccc(S(=O)(=O)NC2=NCCC2)c1 returned M1 PAM parental 18, CHO parental Ca -10, CHO-K1 Ca antag 1, TAAR1 antagonist -16, OXTR potentiator -7, TAAR1 agonist 1, V1aR counter 0.3, CHO-K1 Ca ag 0.3 and CHRM1 agonist 4.
`CCOC(=O)c1sc(NC(=O)/C=C/c2cnn(CC)c2C)c(C(=O)OCC)c1C` gave M1 PAM parental 13, CHO parental Ca -18, CHO-K1 Ca antag -21, TAAR1 antagonist -3, OXTR potentiator -2, TAAR1 agonist 8, V1aR counter 0.3, CHO-K1 Ca ag -0.1 and CHRM1 agonist -5.

Three structures from above, ordered by SMILES length, low to high.
Screening CC(C)OCCCNC(=O)c1cc2c(s1)CS(=O)(=O)C2 returned M1 PAM parental 9, CHO parental Ca 2, CHO-K1 Ca antag -4, TAAR1 antagonist -8, OXTR potentiator 2, TAAR1 agonist 0, V1aR counter 0.4, CHO-K1 Ca ag 0.5 and CHRM1 agonist -4.
Cc1ccc(-c2nnc(N(C)C(=O)c3cccnc3)s2)cn1 was read as M1 PAM parental -3, CHO parental Ca -16, CHO-K1 Ca antag 1, TAAR1 antagonist -3, OXTR potentiator -3, TAAR1 agonist 8, V1aR counter 0.9, CHO-K1 Ca ag 0.1 and CHRM1 agonist 0.
Screening CC1CCN(C(=O)COC(=O)CNC(=O)C23CC4CC(CC(C4)C2)C3)CC1 returned M1 PAM parental -13, CHO parental Ca 7, CHO-K1 Ca antag -2, TAAR1 antagonist 1, OXTR potentiator -6, TAAR1 agonist 1, V1aR counter -0.1, CHO-K1 Ca ag 0.5 and CHRM1 agonist -2.

This is a random part of the collection. Share with any hit: about 3.3%.
